GAA850 FXN act – frataxin GAA850 promoter activation | HEK293 lucGAA850 FXN promoter luciferase reporter, 24 h; percent of 10 µM SAHA response | activation, % at 6 µM | actives 0.56% (n = 360,000);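 active = activation above the average of all compounds screened plus 3 SD, cutoff fixed separately per campaign, cut at about 7.5% in these data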;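 also: 0% = DMSO wells and 100% = 10 µM SAHA wells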
ADAM10 inh – inhibits human ADAM10. AID 720582. recombinant ADAM10, EDANS/DABCYL FRET peptide cleavage, 3 h. inhibition, % at 7 µM. actives 0.62% (n = 370,000);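 active = inhibition above a per-campaign cutoff equal to the mean of compounds falling between control-based bounds plus 3 SD, cut at about 20% in these data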;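 also: 0% = DMSO wells while the 100% control is not disclosed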
rCAG RNA binder – r(CAG) repeat RNA binding; AID 651821; TO-PRO-1 dye displacement fluorescence; actives 1.3% (n = 370,000); inhibition, % at 3 µM;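 active = inhibition above the plate cutoff, the mean of all test compounds on that plate plus 3 SD, cut at about 35% in these data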;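 also: 0% = DMSO alone and 100% = 100 µM mitoxantrone as full dye displacement; higher means more dye released from RNA so lower well fluorescence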
HGIII-sPLA2 inh – Blocks human group III sPLA2 activity | actives 0.56% (n = 370,000) | AID 743126 | inhibition, % at 12.2 µM | QFRET BODIPY PC-A2 liposome hydrolysis, fluorescence;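 active = inhibition above mean plus 3 SD of compounds lying within the high and low control bounds, cut at about 19% in these data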;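 also: 0% = median of test compound wells and 100% = no enzyme DMSO wells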
ASAP1 inh – inhibitors of human ASAP1 ArfGAP activity | inhibition, % at 16.5 µM | ASAP1-stimulated ARF1 GTP hydrolysis, GDP FP detection | actives 0.19% (n = 360,000) | Q9ULH1 | AID 624377; in the data active = inhibition above about 25%;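 also: 0% = vehicle with enzyme and substrate and 100% = no enzyme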
NPR2 activator – GC-B (human) receptor activation; P20594; HEK293-GC-B cells, CNP EC30, cGMP TR-FRET; 0% at EC30 CNP, 100% saturating CNP; activation, % at 10 µM; actives 0.11% (n = 370,000); AID 1920062;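 active = activation at 10 µM reaching about 35% in either raw or pattern-adjusted values, limit read from the data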
Target sequence (P20594 whole entry, looked up): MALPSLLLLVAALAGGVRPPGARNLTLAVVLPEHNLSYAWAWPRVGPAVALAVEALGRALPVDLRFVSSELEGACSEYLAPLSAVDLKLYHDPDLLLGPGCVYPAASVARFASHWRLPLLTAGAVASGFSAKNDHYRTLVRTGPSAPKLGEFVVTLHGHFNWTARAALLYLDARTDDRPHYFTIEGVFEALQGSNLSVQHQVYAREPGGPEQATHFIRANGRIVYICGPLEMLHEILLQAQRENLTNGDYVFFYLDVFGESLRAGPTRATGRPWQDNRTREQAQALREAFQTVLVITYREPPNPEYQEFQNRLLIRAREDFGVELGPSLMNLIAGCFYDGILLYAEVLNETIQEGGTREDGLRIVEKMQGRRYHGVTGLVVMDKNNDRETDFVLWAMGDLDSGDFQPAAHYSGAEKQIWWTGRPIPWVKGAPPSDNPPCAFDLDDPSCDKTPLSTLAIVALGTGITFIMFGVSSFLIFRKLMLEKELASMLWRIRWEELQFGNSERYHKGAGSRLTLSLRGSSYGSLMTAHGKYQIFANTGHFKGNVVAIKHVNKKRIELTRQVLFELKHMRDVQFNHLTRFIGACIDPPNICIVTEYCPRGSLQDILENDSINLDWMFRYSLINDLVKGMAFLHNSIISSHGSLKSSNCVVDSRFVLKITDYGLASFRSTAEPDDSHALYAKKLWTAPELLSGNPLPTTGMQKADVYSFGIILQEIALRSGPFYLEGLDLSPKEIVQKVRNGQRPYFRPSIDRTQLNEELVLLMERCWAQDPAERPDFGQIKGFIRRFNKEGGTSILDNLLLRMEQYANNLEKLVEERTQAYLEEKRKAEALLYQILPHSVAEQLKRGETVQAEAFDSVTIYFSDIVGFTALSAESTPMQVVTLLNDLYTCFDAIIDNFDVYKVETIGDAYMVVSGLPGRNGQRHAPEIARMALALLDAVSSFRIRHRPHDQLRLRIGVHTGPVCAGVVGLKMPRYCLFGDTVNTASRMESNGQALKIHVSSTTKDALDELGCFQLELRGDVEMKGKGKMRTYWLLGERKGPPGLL
ARFGAP1 inh – rat ARFGAP1 inhibition; actives 0.26% (n = 360,000); Arfgap1-stimulated ARF1 GTP hydrolysis, GDP FP detection; Q62848; inhibition, % at 16.5 µM;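 active = inhibition above a per-plate limit, mean inhibition of low control wells plus 3 SD, cut at about 25% in these data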;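 also: 0% = DMSO wells with enzyme and 100% = wells lacking Arfgap1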
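Assay system: purified rat His6-Arfgap1 residues 1-136 (GAP domain); Reagent: human Δ17 ARF1 bound to GTP; Dosing: 16.5 µM single point, 1.26% DMSO; Times: GTP hydrolysis reaction 2 h at 25 °C; Signal: FP, GDP Alexa 633 tracer displaced from anti-GDP antibody, 620/688 nm; Measure: % inhibition from polarization.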
Tn6 DDE FP – inhibitors of Tn6 peptide binding to human fibrin DD(E) | Fibrin DD(E) TRITC-Tn6 fluorescence polarization displacement | actives 0.21% (n = 370,000) | inhibition, % at 8.3 µM | AID 720509;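 active = inhibition above a per-campaign cutoff: mean of compounds within control limits plus 3 SD, cut at about 15% in these data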;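 also: 0% = median of all compound wells on the plate and 100% = blocking peptide control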
proKLK7 act – activates the human kallikrein-7 zymogen | P49862 | purified proKLK7, EDANS-DABCYL substrate fluorescence; 100% is mature enzyme control, 0% vehicle | activation, % at 7 µM | actives 0.9% (n = 370,000);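 active = activation above the mean of all tested compounds plus 3 SD, computed per campaign excluding outliers beyond control limits, cut at about 13% in these data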
GC-A act – GC-A (human) enzyme activation; HEK293 GC-A cells, cGMP TR-FRET, EC30 ANP; 0% at EC30 ANP, 100% saturating ANP; activation, % at 10 µM; actives 0.14% (n = 370,000); AID 1671463; in the data active = activation above about 40%
Active calls of the source: *; nt = no result given.

SMILES	GAA850 FXN act	ADAM10 inh	rCAG RNA binder	HGIII-sPLA2 inh	ASAP1 inh	NPR2 activator	ARFGAP1 inh	Tn6 DDE FP	proKLK7 act	GC-A act
Cc1cc(C)n(-c2ccc(C(=O)Nc3ccccc3N3CCOCC3)cc2)n1	-3.7	0	-8	2	13	2	8	-9	0.3	-1
Cn1c(CCN2CCN(c3ccccn3)CC2)nc2cc(NS(=O)(=O)c3ccccc3)ccc21	1.1	-5	-3	-14	8	1	1	-2	-5.0	-3
Cc1ccc(OCCC(=O)Nc2ccc(S(=O)(=O)N3CCCC3)cc2)cc1	-1.2	9	1	-25	-11	3	8	-11	0.7	0
CC(C)C[C@@H]1COc2cc(N(C)CCO)ccc2S(=O)(=O)N1	nt	-5	5	-2	6	-1	5	3	-0.7	4
O=C(Nc1cccc(Cl)c1)N(CCN1CCOCC1)Cc1ccccc1F	0.6	6	-5	-12	-3	-13	5	0	0.7	-7
COc1cc2c(cc1OC)C(=O)NCC(C)(C)O2	0.0	1	0	8	-9	6	-11	2	0.2	-1
CCN(CC)S(=O)(=O)c1cccc(C(=O)N/N=C/c2ccccn2)c1	0.3	0	2	-5	-11	5	8	7	0.3	0
CC(=O)c1ccc(OC(=O)C2c3ccccc3Oc3ccccc32)cc1	1.1	9	-3	-3	1	-7	3	9	-0.5	-1
COc1ccccc1N1CC(C(=O)Nc2cc(C(F)(F)F)ccc2N2CCCC2)CC1=O (stereo not given)	-2.5	-5	-2	5	-4	-2	-9	4	-0.1	-10
CC(C)c1cc(N=O)cc(C(C)C)c1O	-2.2	-4	3	-43	5	0	-4	-2	0.0	-2
Cc1ccc(-n2c(Cc3cccs3)nnc2SCC(=O)Nc2cccc3ccccc23)cc1	nt	26*	7	-11	nt	-12	nt	-11	0.7	-12
COc1ccc(CSc2nc(C)cc(C)c2C#N)cc1	1.6	-8	-4	-2	-5	-6	-5	3	-0.5	0
C/C(=N\NC(=O)c1ccccc1O)c1c(O)cc(C)oc1=O	0.7	-16	-1	3	14	-1	-5	-4	0.0	-2
O=C1c2ccccc2NC(c2ccc(-c3ccccc3F)o2)N1O (stereo not given)	1.0	-39	6	-17	1	2	-10	1	-1.0	-1
COCCOC(=O)c1c(C)oc2cc(Br)c(OCC(N)=O)cc12	1.8	-5	-2	4	0	-6	3	1	0.4	-10
O=C(Cc1ccccc1)NCC(=O)N1CCN(c2ccccc2F)CC1	-0.3	-5	-5	5	-1	1	-13	8	0.3	3
Cn1c(=O)oc2cc(S(=O)(=O)N3CCCC(C(=O)NCC4COc5ccccc5O4)C3)ccc21 (stereo not given)	-1.4	-10	4	-4	-4	-5	3	3	0.0	-3
COc1cccc(-c2cccc(NC(=O)C3CCN(Cc4ccc(C)o4)CC3)c2)c1	-1.5	-3	-9	-6	9	0	11	-1	0.1	-5
CCCCOc1ccc(C(=O)Nc2ccncc2)cc1	-4.2	6	0	-5	11	-10	-2	-5	0.0	-3
O=C(NCc1cccc(Cl)c1)C1Cc2c(-c3ccccc3Oc3ccccc3)ccnc2O1 (stereo not given)	-1.1	15	5	-9	8	2	1	-9	-0.4	-5
Cc1nc2ccccc2c(=O)n1/N=C/C=C/c1ccccc1	-0.6	-5	-4	2	-8	-5	11	-1	0.1	-3
CCCCN(C(=O)c1cc(CC)c(C)s1)c1c(N)n(CCC)c(=O)[nH]c1=O	1.1	-7	0	-5	-1	1	-18	10	-0.8	4
CN1CCN(C(=O)CCN2C(=O)/C(=C\c3ccccc3F)SC2=S)CC1	-2.7	2	6	-1	11	-7	4	-13	-0.3	-3
COc1ccc(S(=O)(=O)NCC(c2ccc(F)cc2)N2CCN(C)CC2)cc1 (stereo not given)	1.7	0	-3	-15	-2	-8	-4	-1	0.1	-5
S=C(Nc1ccc2nsnc2c1)N1CCCC1	8.3*	-39	1	5	35*	-3	6	-5	6.1	5

Single values from above.
CC(=O)c1ccc(OC(=O)C2c3ccccc3Oc3ccccc32)cc1 in ADAM10 inh is listed with 9
COc1ccccc1N1CC(C(=O)Nc2cc(C(F)(F)F)ccc2N2CCCC2)CC1=O (stereo not given) in ARFGAP1 inh is listed with -9

7 records drawn at random from the list so far:
SMILES	GAA850 FXN act	ADAM10 inh	rCAG RNA binder	HGIII-sPLA2 inh	ASAP1 inh	NPR2 activator	ARFGAP1 inh	Tn6 DDE FP	proKLK7 act	GC-A act
O=C(NCc1cccc(Cl)c1)C1Cc2c(-c3ccccc3Oc3ccccc3)ccnc2O1 (stereo not given)	-1.1	15	5	-9	8	2	1	-9	-0.4	-5
Cc1cc(C)n(-c2ccc(C(=O)Nc3ccccc3N3CCOCC3)cc2)n1	-3.7	0	-8	2	13	2	8	-9	0.3	-1
COc1ccc(CSc2nc(C)cc(C)c2C#N)cc1	1.6	-8	-4	-2	-5	-6	-5	3	-0.5	0
CC(C)C[C@@H]1COc2cc(N(C)CCO)ccc2S(=O)(=O)N1	nt	-5	5	-2	6	-1	5	3	-0.7	4
CCCCOc1ccc(C(=O)Nc2ccncc2)cc1	-4.2	6	0	-5	11	-10	-2	-5	0.0	-3
CCN(CC)S(=O)(=O)c1cccc(C(=O)N/N=C/c2ccccn2)c1	0.3	0	2	-5	-11	5	8	7	0.3	0
O=C(Cc1ccccc1)NCC(=O)N1CCN(c2ccccc2F)CC1	-0.3	-5	-5	5	-1	1	-13	8	0.3	3

Next section.
SMILES	GAA850 FXN act	ADAM10 inh	rCAG RNA binder	HGIII-sPLA2 inh	ASAP1 inh	NPR2 activator	ARFGAP1 inh	Tn6 DDE FP	proKLK7 act	GC-A act
Cc1ccc(-c2cc(C(=O)N3CCOCC3)no2)cc1	-3.0	0	0	-2	-5	2	6	-1	0.3	3
O/N=C1\CCCc2c1nc(-c1ccccc1F)n2O	2.1	-16	-2	3	3	2	1	-2	0.8	2
Cc1cc(CN(C)Cc2c(C(=O)N3CCCCCCC3)nc3ccc(Cl)cn23)n[nH]1	0.2	-5	-4	5	10	5	-5	-1	-0.2	4
Nc1nc(N2CCOCC2)n[nH]1	0.3	2	-2	1	4	2	5	8	0.0	-2
CCCC(=O)NC(=S)Nc1c(C)cc(Br)cc1C	-0.3	4	-5	11	9	8	1	3	0.7	-1
Cc1ccc(CNC(=O)Cn2ncn3cccc3c2=O)cc1	4.6	1	2	1	3	1	-4	1	-0.6	8
N#Cc1c(NCCCO)nc(-c2ccco2)c2c1CCCC2	1.9	-440	0	-9	5	-2	1	5	4.6	-3
Cc1ccc(S(=O)(=O)CCC(=O)c2cccc([N+](=O)[O-])c2)cc1	0.8	12	-2	3	-8	6	10	2	0.5	21
COc1ccc(-c2cc(-c3ccccc3)nc(SCC(=O)Nc3ncc(C)s3)c2C#N)cc1	-1.5	-21	12	-7	-4	2	0	2	-8.0	-3
CCCc1nc2ccc(C)cn2c1Cc1ccc(OC)cc1C	nt	-20	5	8	7	-1	2	1	0.8	-2
COc1c(C)cc(C(=O)C2CCCN(C(=O)CCCn3cncn3)C2)cc1C (stereo not given)	2.1	-9	-7	16	-10	1	2	2	-0.9	4
CCCC1(C(=O)OCC)NC(c2ccco2)C2C(=O)N(C)C(=O)C21 (stereo not given)	1.9	-1	3	0	3	4	1	-1	0.8	0
CCCCn1c(CCNC(=O)c2cccs2)nc2ccccc21	0.2	0	-8	-5	-6	-6	-13	6	-0.2	-7
CN(Cc1cc(=O)n2ccsc2n1)c1ccccc1	1.1	-2	6	1	9	6	3	-4	-2.0	2
Cc1cc(NS(=O)(=O)c2ccc(NC(=O)CCCC(=O)O)cc2)nc(C)n1	0.1	-2	4	0	4	-1	3	9	0.3	-2
CC1CCN(S(=O)(=O)c2cccc(C(=O)NCC3CCCO3)c2)CC1 (stereo not given)	1.9	-11	-2	8	18	1	13	4	-0.6	1
COCCn1cnc2c1c(=O)n(CC(=O)NC(=O)NC(C)(C)C)c(=O)n2Cc1ccccc1	1.6	-4	-10	-3	-7	4	3	12	-0.2	6
COc1ccc(N2CCN(C(=O)CNS(=O)(=O)c3ccc(C)cc3)CC2)cc1	0.2	-3	-5	-4	-1	2	-3	12	0.9	-2
CCOC(=O)c1c(NC(=S)Nc2ccc(OC)cc2)sc2c1CCCCC2	1.6	2	7	1	6	-3	0	8	-0.3	6
Cc1ccc(S(=O)(=O)Nc2cc3c4c(c2)CCN4C(=O)CC3)cc1	-0.4	-1	2	3	5	0	3	2	0.1	-2
CN(Cc1cccs1)c1ncnc2ccc(-c3ccc4c(c3)OCO4)cc12	nt	-134	nt	-6	nt	15	nt	-4	nt	10
CCOC(=O)/C(=C\Nc1ccccc1C(F)(F)F)Sc1ncc(C(F)(F)F)cc1Cl	-1.4	4	0	-2	4	-4	-3	0	0.4	0
CCC[C@H](/C=C/C(=O)OC(C)(C)C)Sc1ccc(OC)cc1	nt	-9	4	4	nt	-5	nt	2	-0.2	-1
CCOC(=O)C1CCN(C(=O)c2ccc(Cl)c(NC3=NC4CS(=O)(=O)CC4S3)c2)CC1 (stereo not given)	0.1	-12	-1	0	-8	1	-11	-6	0.1	3
CCN(CC)S(=O)(=O)c1ccc(C(=O)OCn2c(SC)nnc(C)c2=O)cc1	0.9	0	-2	11	2	1	12	-4	-0.1	1

ADAM10 inh: entries above that show a hit.
compound	ADAM10 inh	HGIII-sPLA2 inh	ASAP1 inh	NPR2 activator	ARFGAP1 inh	Tn6 DDE FP	proKLK7 act	GC-A act
Cc1ccc(-n2c(Cc3cccs3)nnc2SCC(=O)Nc2cccc3ccccc23)cc1	26*	-11	nt	-12	nt	-11	0.7	-12

(further entries)
SMILES	GAA850 FXN act	ADAM10 inh	rCAG RNA binder	HGIII-sPLA2 inh	ASAP1 inh	NPR2 activator	ARFGAP1 inh	Tn6 DDE FP	proKLK7 act	GC-A act
Cc1cc(C)c2nc(-c3ccccn3)cc(C(=O)NCc3ccco3)c2c1	2.5	-38	7	0	-2	4	6	-4	0.5	2
COc1ccc(/C=C2\SC(=O)N(CC(=O)Nc3ccc(F)cc3)C2=O)cc1O	-0.6	-5	20	-39	8	-13	6	-5	-0.5	-1
O=C(O)c1ccccc1C(=O)Nc1cc(C(F)(F)F)ccc1N1CCCC1	0.6	2	-1	4	0	2	-1	-2	0.6	-1
COc1cc(NC(=O)COC(=O)C2CC2)c(C)cc1[N+](=O)[O-]	-2.1	2	-2	6	2	3	-1	-1	-0.4	1
Cc1ccc(-c2nnn(CC(=O)N(CC(=O)NCC3CCCO3)c3ccccc3)n2)o1 (stereo not given)	-0.8	-4	-2	-2	3	1	-6	-3	-0.6	2
CC1=NN(c2ccc(S(=O)(=O)O)cc2Cl)C(=O)C1	2.0	4	3	-1	-7	7	-2	0	-0.2	-3

High-throughput results (PubChem)
